RAD52 anneal inh: blocks human RAD52 DNA annealing; P43351; actives 0.46% (n = 360,000); inhibition, % at 18.7 µM; recombinant RAD52 DNA annealing, FRET fluorescence;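 active = every replicate showing at least 50% inhibition; inconclusive = mean inhibition at least 50% but not in every replicate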
CASP6 VEID inh: caspase-6 (human) enzyme inhibition; actives 0.53% (n = 350,000); purified caspase-6, Z-VEID-R110 cleavage fluorescence; inhibition, % at 12.5 µM; P55212;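 active = mean inhibition across replicates at least about 35%, with every replicate also reaching that limit, limit read from the data; inconclusive = only one of the two criteria met; inactive = neither criterion met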;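 also: 0% = median of neutral control wells and 100% = no fluorescence left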
Target sequence (P55212 24-179 limits assumed): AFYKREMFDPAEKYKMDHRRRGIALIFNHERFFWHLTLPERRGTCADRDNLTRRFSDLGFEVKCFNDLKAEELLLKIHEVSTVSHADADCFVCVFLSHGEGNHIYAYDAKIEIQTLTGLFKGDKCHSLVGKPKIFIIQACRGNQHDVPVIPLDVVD
Target sequence (P55212 194-293 limits assumed): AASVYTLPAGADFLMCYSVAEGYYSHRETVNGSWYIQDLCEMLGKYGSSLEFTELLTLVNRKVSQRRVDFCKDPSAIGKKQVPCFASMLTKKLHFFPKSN
ERp5 block: ERp5 (human) disulfide isomerase inhibition; Q15084; ERp5 insulin aggregation, absorbance 650 nm, 90 min; inhibition, % at 9.99 µM; actives 0.05% (n = 350,000);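 active = mean replicate inhibition above about 25%, with every replicate also reaching it, limit read from the data, passing the limit was not always enough; inconclusive = only one of those two criteria met; inactive = neither criterion met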
esBAF inh: inhibitors of esBAF chromatin remodeling in mouse ES cells; Bmi1-luciferase knock-in reporter, 24 h; 100% = twice the neutral-well signal; reporter increase, % at 12.5 µM; actives 2% (n = 350,000); in the data active = activation above about 40%; inconclusive = no clear call, values can overlap the other calls;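 also: 0% = median of the plate's neutral control wells and 100% = double that signal; a rise in the Bmi1 reporter signal indicates esBAF inhibition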
RAD54 inh: inhibitors of human RAD54 branch migration; Q92698; RAD54 Holliday junction branch migration, FAM/BHQ fluorescence; inhibition, % at 10.4 µM; actives 0.14% (n = 360,000);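 active = mean normalized replicate activity at least 40 and at least half of replicates scoring 40 or more; inconclusive = only one of the two criteria met; inactive = mean below 40 and under half of replicates reaching 40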;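 also: 0% = median of neutral control wells and 100% = median of positive control wells; inhibitors cause a drop in the FAM fluorescence signal; in these data hits start at about 50%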
Target sequence (Q92698 whole entry, looked up): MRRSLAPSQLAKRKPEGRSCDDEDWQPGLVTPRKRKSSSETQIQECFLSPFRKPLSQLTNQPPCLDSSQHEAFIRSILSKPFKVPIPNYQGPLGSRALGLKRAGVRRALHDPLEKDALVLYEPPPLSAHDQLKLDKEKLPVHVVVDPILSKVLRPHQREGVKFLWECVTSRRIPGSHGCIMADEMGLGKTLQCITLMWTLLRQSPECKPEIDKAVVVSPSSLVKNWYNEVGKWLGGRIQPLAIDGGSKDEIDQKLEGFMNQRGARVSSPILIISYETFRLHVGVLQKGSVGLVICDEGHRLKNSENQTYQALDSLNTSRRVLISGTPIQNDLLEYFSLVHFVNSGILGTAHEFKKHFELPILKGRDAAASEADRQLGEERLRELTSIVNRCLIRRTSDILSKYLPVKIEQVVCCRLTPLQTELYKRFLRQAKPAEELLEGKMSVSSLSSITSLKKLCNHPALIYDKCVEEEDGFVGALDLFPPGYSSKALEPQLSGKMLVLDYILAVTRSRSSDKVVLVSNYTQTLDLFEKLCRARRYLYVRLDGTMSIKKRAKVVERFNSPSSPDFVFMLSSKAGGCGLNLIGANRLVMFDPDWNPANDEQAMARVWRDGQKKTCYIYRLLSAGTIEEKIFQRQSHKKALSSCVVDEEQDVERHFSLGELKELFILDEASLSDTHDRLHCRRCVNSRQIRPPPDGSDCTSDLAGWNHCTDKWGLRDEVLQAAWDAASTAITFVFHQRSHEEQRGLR
PglD inh: PglD (C. jejuni) enzyme inhibition. actives 0.098% (n = 360,000). inhibition, % at 12.5 µM. purified PglD enzyme, DTNB colorimetric CoA detection; in the data active = inhibition above about 16%, passing the limit was not always enough; inconclusive = no clear call, values can overlap the other calls; also: strong numbers were not always called active
ARNT-TACC3 inh: disruptors of human ARNT/TACC3 interaction. Q9Y6A5. inhibition, % at 9.99 µM. AID 623870. AlphaScreen His-ARNT PAS-B/GST-TACC3 binding, luminescence; TACC3 fragment carries E629A point mutation. actives 0.66% (n = 390,000);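 active = mean inhibition of replicates at least 50% and at least half of replicates each reaching 50%; inconclusive = half or more replicates reach 50% but mean below 50%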;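 also: 0% = complete ARNT plus TACC3 wells and 100% = ARNT alone without TACC3; many hits fall short of the cut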
E-selectin induc: induces E-selectin expression in human endothelial cells. P16581. HUVEC E-selectin immunofluorescence imaging; normalized: neutral wells 0, TNF-alpha wells 100. activation, % at 7.58 µM. actives 0.37% (n = 260,000);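 active = mean E-selectin-positive cell signal at least 10% of the positive control, reached in at least 60% of replicates, without over 20% cell loss; inconclusive = no rule given, readout overlaps actives, possibly toxicity-flagged; inactive = the rest, including those meeting only one limit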;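 also: in these data hits start at about 27%; measured in HUVEC primary endothelial cells; signal is the percent of cells scored E-selectin positive by PE staining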
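Test system: HUVEC; input: 3,000 HUVEC/well; measured by: immunofluorescence imaging; read-out: % PE-positive cells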
* marks the source's active call; other numbers are inactive results; ? = inconclusive; / = not tested or not shown; & = joins results of further samples.

Below each SMILES – RAD52 anneal inh, CASP6 VEID inh, ERp5 block, esBAF inh, RAD54 inh, PglD inh, ARNT-TACC3 inh, E-selectin induc
Cc1cccc(/C=C2/SC(=O)N(Cc3ccccc3Cl)C2=O)n1
  -18, -2, 5, 1, -3, -3, -4, /
Cc1cccc(CN2CCN(Cc3ccc4nonc4c3)CC2CCO)n1 (stereo unspecified)
  -9, 1, 7, 0, /, /, 18, -0.2
COc1ccc2nc(SC(C)C(=O)NC3CCCC3)[nH]c2c1 (stereo unspecified)
  -9, 0, -23, 2, /, /, 0, 0.0
O=S(=O)(c1ccc(F)cc1)N1CCCCN2[C@@H](CO)[C@@H](c3ccc(C#CC4CCCC4)cc3)[C@@H]2C1
  31, -1, 5, /, -6, 2, 8, /
Cc1ccc(S(=O)(=O)N2[C@@H](CCO)OC[C@H]2C(C)C)cc1
  -8, 0, 0, /, /, /, /, 0.2
C[C@@H]1CN([C@H](C)CO)C(=O)Cc2cc(NC(=O)c3ccncc3)ccc2O[C@H]1CN(C)C(=O)Nc1ccc(C(F)(F)F)cc1
  -3, -4, 4, -1, -1, 1, 1, 20
COc1ccc2c(c1)[C@H]1[C@H](CO2)[C@H](c2ccccc2)[C@]2(C)C(=O)Nc3ccccc3C(=O)N12
  -6, 13, 1, 3, 0, -3, -4, 0.2
C=C(C)CNC(=S)N/N=C/c1ccc(N2CCOCC2)cc1
  -3, 17, 1, /, /, /, /, 2.1
CCN(CC(=O)NCCN1CCOCC1)S(=O)(=O)c1ccc(F)cc1
  -7, 1, 2, -10, /, /, -1, -0.1
CN(C(=O)CCN1C(=O)/C(=C/c2ccccc2F)SC1=S)C1CCS(=O)(=O)C1 (stereo unspecified)
  -11, 0, 4, 7, -5, -6, 1, -0.2
CC(C)N1C(=O)C2(OCCCO2)c2cc(Br)ccc21
  -7, -3, 2, -9, -6, 3, -4, 0.1
Cc1cccnc1NC(=O)C1CCN(S(=O)(=O)c2ccc3c(c2)CCC(=O)N3)CC1
  9, 0, -1, -5, -1, 10, -16, /
C[C@H]1CN([C@@H](C)CO)C(=O)c2cccc(NC(=O)c3ccc(-c4nccs4)cc3)c2O[C@H]1CN(C)Cc1ccc(Oc2ccccc2)cc1
  -45, -1, 14, 3, 8, 4, -21, ?
CN(C)S(=O)(=O)c1cc(NC(=O)CNCc2ccc(F)cc2)ccc1Cl
  -16, 0, -3, 7, -3, /, 1, -0.1
Brc1ccc2ncc(Br)cc2c1
  /, /, /, -4, -6, -3, -1, /

Only ARNT-TACC3 inh, PglD inh and RAD52 anneal inh, for some of the entries so far:
SMILES	ARNT-TACC3 inh	PglD inh	RAD52 anneal inh
C[C@H]1CN([C@@H](C)CO)C(=O)c2cccc(NC(=O)c3ccc(-c4nccs4)cc3)c2O[C@H]1CN(C)Cc1ccc(Oc2ccccc2)cc1	-21	4	-45
CN(C)S(=O)(=O)c1cc(NC(=O)CNCc2ccc(F)cc2)ccc1Cl	1	/	-16
Brc1ccc2ncc(Br)cc2c1	-1	-3	/

Later entries:
Below each SMILES – RAD52 anneal inh, CASP6 VEID inh, ERp5 block, esBAF inh, RAD54 inh, PglD inh, ARNT-TACC3 inh, E-selectin induc
Cc1ccc(C(=O)N(C)[C@H]2C[C@H]3c4[nH]c5c(-c6ccccc6)cccc5c4CCN3C(=O)[C@H]2[C@H](C)O)cc1
  -34, 3, -7, /, /, /, /, 0.1
COc1ccc(NC(=O)Nc2cccc3c2O[C@@H](CN(C)S(=O)(=O)c2ccc(F)cc2)[C@@H](C)CN([C@@H](C)CO)C3=O)cc1
  /, /, /, 8, 0, 4, 0, -0.3
Cc1ccc(OCC(=O)N2CCCC(CCC(=O)N(C)CCc3ccccn3)C2)cc1 (stereo unspecified)
  -10, 1, 3, -7, -5, -3, -6, 0.0
O=C(O)c1nc(N2CCOCC2)nc(N2CCOCC2)n1
  -14, -1, 1, 1, -11, 5, -7, /
O=C(C[C@H]1CC[C@@H]2[C@H](COC[C@@H](O)CN2Cc2ccc(Oc3ccccc3)cc2)O1)N1CCc2ccccc2C1
  6, 8, -1, 11, -2, -4, -6, /
CN(CC(=O)Nc1cccc(F)c1)C(=O)c1cc([N+](=O)[O-])ccc1N1CCCCC1
  6, -92, 6, 0, 5, -1, -2, /
Cc1ccc(C)c(NC(=O)CNS(=O)(=O)c2ccccc2)c1
  /, /, /, -1, -3, -1, 1, /
COc1ccc(Cc2nc3ccc(C(=O)N(C)Cc4cc(C)[nH]n4)cc3o2)cc1OC
  -12, /, 3, 2, /, /, 5, /
CC(Cc1nnc(N)s1)c1ccccc1 (stereo unspecified)
  -11, -1, -7, 0, 4, -2, 1, 0.1
Cc1ccc(N(CC(=O)NCC2CCCO2)C(=O)CNS(=O)(=O)c2ccc(Cl)cc2)cc1 (stereo unspecified)
  -15, -3, -1, -5, 1, -3, -4, /
COc1ccccc1-n1cc(CN2CCc3onc(-c4ccc(Br)cc4)c3C2=O)nn1
  -9, -1, -4, /, /, /, /, 0.2
NCCc1nnc(SCc2c(Cl)cccc2Cl)o1
  -2, -2, /, -2, /, /, 3, /
Cc1ccc(NS(=O)(=O)c2c(C)nc3sccn3c2=O)cc1C
  23, -1, 2, 4, 0, 1, -1, -0.1
CCOc1ccc(CCNC(=O)CCc2nnc3ccc(N4CCCC4)nn23)cc1OCC
  -11, 2, 3, -9, -11, 9, -12, 0.0
O=C(O)[C@H]1[C@H](CO)[C@H]2Cn3c(ccc(-c4cncnc4)c3=O)[C@H]2N1C(=O)C1CCC1
  1, 2, -9, 0, 5, 1, 3, 0.3

Full records from above. Order of values: RAD52 anneal inh, CASP6 VEID inh, ERp5 block, esBAF inh, RAD54 inh, PglD inh, ARNT-TACC3 inh, E-selectin induc
Listed for Cc1ccc(OCC(=O)N2CCCC(CCC(=O)N(C)CCc3ccccn3)C2)cc1 (stereo unspecified) → -10, 1, 3, -7, -5, -3, -6, 0.0
Listed for CC(Cc1nnc(N)s1)c1ccccc1 (stereo unspecified) → -11, -1, -7, 0, 4, -2, 1, 0.1
Listed for CN(CC(=O)Nc1cccc(F)c1)C(=O)c1cc([N+](=O)[O-])ccc1N1CCCCC1 → 6, -92, 6, 0, 5, -1, -2, /
Listed for COc1ccc(NC(=O)Nc2cccc3c2O[C@@H](CN(C)S(=O)(=O)c2ccc(F)cc2)[C@@H](C)CN([C@@H](C)CO)C3=O)cc1 → /, /, /, 8, 0, 4, 0, -0.3
Listed for CCOc1ccc(CCNC(=O)CCc2nnc3ccc(N4CCCC4)nn23)cc1OCC → -11, 2, 3, -9, -11, 9, -12, 0.0

(more compounds)
Below each SMILES – RAD52 anneal inh, CASP6 VEID inh, ERp5 block, esBAF inh, RAD54 inh, PglD inh, ARNT-TACC3 inh, E-selectin induc
C[C@@H]1CN([C@H](C)CO)C(=O)c2cc(C#CCN(C)C)cnc2O[C@@H]1CN(C)C
  -8, 2, -3, 2, -8, -2, 2, 0.3
COc1cccc(CNC(=O)C[C@H]2CC[C@H](NC(C)=O)[C@@H](CO)O2)c1
  -5, -3, 0, -5, 4, -5, -7, 1.8
Cc1n(Cc2ccccc2)c2cc([N+](=O)[O-])ccc2[n+]1Cc1ccccc1
  -5, -4, 3, 0, 6, 1, -7, /
Cc1ccccc1-c1c(C)oc2cc(O)ccc2c1=O
  /, /, /, 5, 3, -4, -1, /
C[C@H](CO)N1C[C@H](C)[C@H](CN(C)S(=O)(=O)c2ccc(Cl)cc2)Oc2ccc(NC(=O)CCC(F)(F)F)cc2CC1=O
  4, 1, 4, -3, -4, 5, -3, 0.7
CC(Oc1cc(Cl)ccc1Cl)C(=O)N/N=C\c1ccnn1C (stereo unspecified)
  /, /, /, /, 3, 1, -3, 0.0
C[C@H](CO)N1C[C@H](C)[C@H](CN(C)C(=O)Nc2ccccc2)Oc2c(NS(=O)(=O)c3ccccc3)cccc2C1=O
  8, -3, 1, 2, -8, 2, -2, /
O=C(Cc1ccncc1)NCC[C@H]1CC[C@@H](NC(=O)Nc2cccc(F)c2)[C@H](CO)O1
  -49, -4, -1, 0, -5, 2, -8, -0.3
CC(C)N1CC(O)=C(c2ccccc2)C1=N
  -12, 2, -1, 4, -11, 6, -1, /
COc1ccc2c3c(n(C)c2c1)[C@@H](CO)N(CC1CC1)CC31CCN(C(=O)c2cccc(F)c2)CC1
  -40, -2, -5, /, /, /, /, 0.8
CCOC(=O)C1=C(c2ccccc2)NC(SC)=C(C#N)C1c1ccco1 (stereo unspecified)
  -40, 1, 3, 9, 5, 1, 1, /
C[C@@H]1CCCCO[C@@H](CN(C)C(=O)Nc2ccc(F)cc2)[C@@H](C)CN([C@@H](C)CO)C(=O)c2cc(NC(=O)C3CCCCC3)ccc2O1
  -3, -3, 4, 12, -10, -1, -5, -0.1
O=C(Cn1nc(-c2ccc(Cl)cc2)ccc1=O)NCCCN1CCN(Cc2ccccc2)CC1
  1, -14, 0, /, 0, 2, 20, /
O=C(Nc1ccc2c(c1)OCO2)c1ccc(=O)[nH]n1
  -7, 7, 4, 12, -1, 0, 12, -0.1
COc1ccc(CCNC(=O)C2CCN(C(=O)c3ccc(C(C)(C)C)cc3)CC2)cc1OC
  1, 0, 0, ?, -5, -3, -36, 0.1

The list goes on.
Below each SMILES – RAD52 anneal inh, CASP6 VEID inh, ERp5 block, esBAF inh, RAD54 inh, PglD inh, ARNT-TACC3 inh, E-selectin induc
COc1cccc(/C=N/NC(=O)C(=O)NCc2ccco2)c1O
  /, /, /, 5, -11, -2, 60*, /
C[C@@H]1CCCCO[C@H](CN(C)C(=O)C2CCCCC2)[C@H](C)CN([C@H](C)CO)C(=O)c2cc(NS(=O)(=O)c3ccccc3)ccc2O1
  30, 2, 13, 7, -11, -2, 9, 0.4
CC(Sc1cccc[n+]1[O-])C(=O)Nc1ccc([N+](=O)[O-])cc1Cl (stereo unspecified)
  14, 0, -3, /, /, /, 7, /
COc1cc(OC)c(NC(=O)CCNS(=O)(=O)c2cc(Br)cnc2N)cc1Cl
  /, /, /, -1, -5, 6, 5, /
C[C@@H]1CCCCO[C@H](CN(C)Cc2ccc(Cl)c(Cl)c2)[C@@H](C)CN([C@@H](C)CO)C(=O)c2cc(NC(=O)Nc3cccc4ccccc34)ccc2O1
  -4, 0, -2, -10, -3, 3, 12, 0.3
O=C(CNS(=O)(=O)c1cccs1)N1CCCCC1
  -14, -1, 4, 12, 4, 2, -3, -0.1
O=C1N=C(N2CCN(c3ccccc3)CC2)S/C1=C/c1cccs1
  4, 1, -1, /, /, /, /, 4.1
O=C(C[C@H]1CC[C@H]2[C@@H](COC[C@H](O)CN2C(=O)Nc2ccc(Cl)c(Cl)c2)O1)NCc1ccncc1
  -1, 5, 1, 2, -7, 0, 5, 0.2
O=C(NCCOc1ccccc1)C(c1ccccc1)c1ccccc1
  /, /, /, 0, 2, -3, -3, /
OCCOCCOc1cccc2[nH]ccc12
  -5, 0, 2, /, /, /, -6, 3.5
CCOc1ccc(CN=C(N)N=C(N)N)cc1Cl
  /, /, /, -9, -5, 4, 29, /
Cc1noc(C)c1NC(=O)Nc1ccc2c(c1)C(=O)N([C@@H](C)CO)C[C@H](C)[C@@H](CN(C)C(=O)Nc1ccc(C(F)(F)F)cc1)O2
  -13, 0, -5, -1, 6, 1, -1, 0.2
CC(C)COC(=O)C1C(=O)CC(C)(O)C(C(=O)OCC(C)C)C1c1cccnc1 (stereo unspecified)
  /, /, /, 4&0, 0&3, -1&-4, -9&-17, /
O=C(C(=O)N1CCc2ccccc2C1)c1cn(CC(=O)N2CCOCC2)c2ccccc12
  -5, 1, 0, -3, -11, -2, /, 1.2
CC[C@H](C)[C@H]1CNC(=O)C(=O)N1CC1CCN(CC(C)C)CC1
  -8, -1, 0, /, /, /, /, 0.3
